Source: PubChem BioAssay
STEP inh: inhibitors of human striatal-enriched phosphatase STEP. P54829. recombinant STEP, OMFP fluorogenic substrate, fluorescence. inhibition, % at 20 µM. hit rate 0.25% among 360,000;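 active = inhibition at 20 µM, scaled per plate between control wells, above about 37%, limit read from the data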;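 note: 0% = DMSO with enzyme and substrate and 100% = substrate only without enzyme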
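System: isolated STEP enzyme; schedule: 20 min enzyme reaction at room temperature, protected from light; medium: Bis-Tris buffer pH 6.0, 2.5 mM DTT, 0.005% Tween 20; signal: fluorescence, 480/540 nm; dosing: single compound dose of 20 µM, 1% DMSO final; also added: OMFP substrate, 25 µM final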
LMPTP block: blocks human LMPTP phosphatase; P24666; recombinant LMPTP-A, OMFP fluorogenic substrate, fluorescence intensity; inhibition, % at 20 µM; hit rate 0.22% among 360,000;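 active = compounds that cut the enzyme signal by at least half of the control window in the single-dose screen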;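 note: plate controls were DMSO wells with enzyme plus substrate for no effect and substrate without enzyme for full effect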
Target sequence (P24666 whole entry, looked up): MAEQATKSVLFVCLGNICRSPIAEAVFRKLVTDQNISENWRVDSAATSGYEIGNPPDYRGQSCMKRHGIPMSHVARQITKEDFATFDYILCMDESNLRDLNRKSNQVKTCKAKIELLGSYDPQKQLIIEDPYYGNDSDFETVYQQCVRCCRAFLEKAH
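Test system: LMPTP-A, protein tyrosine phosphatase of low molecular weight; Input: 0.625 nM enzyme; Incubation: 50 min dark incubation at room temperature; Signal: endpoint fluorescence intensity from OMFP dephosphorylation; Read-out basis: % inhibition versus control wells.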
Scp-1 inhibitor: blocks human Scp-1 phosphatase activity; inhibition, % at 20 µM; hit rate 0.88% among 340,000; Recombinant Scp1, phosphopeptide, malachite green phosphate absorbance; AID 493091; Q9GZU7;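 active = inhibition above about 50% at 20 µM, limit read from the data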;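 note: plate controls were DMSO wells with enzyme for no effect and wells lacking enzyme for full effect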
Target sequence (Q9GZU7 76-261 limits assumed): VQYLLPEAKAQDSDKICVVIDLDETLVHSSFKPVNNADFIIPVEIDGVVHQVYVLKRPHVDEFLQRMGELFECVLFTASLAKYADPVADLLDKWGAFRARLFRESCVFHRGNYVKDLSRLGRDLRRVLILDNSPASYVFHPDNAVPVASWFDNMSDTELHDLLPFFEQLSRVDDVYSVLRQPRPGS
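Test system: SCP-1 catalytic domain; Buffer or medium: Acidic Tris acetate buffer with magnesium and detergent; Also added: Phosphorylated 17-residue peptide substrate; Compound: single 20 µM dose, 1% DMSO; Schedule: enzyme reaction 45 min at room temperature, colour 5 min, stabilisation 30 min; Signal: Phosphate-binding colour reagent, absorbance read at 630 nm.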
Rpn11 block: blocks the human proteasome subunit Rpn11 | O00487 | human 26S proteasome, Ub4-pepOG fluorescence polarization; 20S core pre-blocked with epoxomicin | calls only at 20 µM | hit rate 0.59% among 360,000;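 active = inhibition at 20 µM, scaled to each plate's controls, above about 33%, limit read from the data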
Target sequence (O00487 whole entry, looked up): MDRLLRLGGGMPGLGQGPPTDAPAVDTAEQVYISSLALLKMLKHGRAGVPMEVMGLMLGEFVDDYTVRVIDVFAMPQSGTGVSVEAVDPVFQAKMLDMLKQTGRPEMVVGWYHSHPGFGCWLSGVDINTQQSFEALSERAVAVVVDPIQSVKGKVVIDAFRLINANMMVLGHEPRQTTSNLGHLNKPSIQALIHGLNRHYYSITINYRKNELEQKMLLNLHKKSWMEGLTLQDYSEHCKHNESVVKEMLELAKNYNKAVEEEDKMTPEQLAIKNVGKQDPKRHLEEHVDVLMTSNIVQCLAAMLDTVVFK
SUMO1-SIM PPI: alters human SUMO1 binding to SIM partners; P63165; SUMO1 binding to a labelled peptide, TR-FRET, 1 h; inhibition, % at 20 µM; hit rate 0.33% among 360,000; in the data active = inhibition above about 37%
CSN deneddyl inh: CSN deneddylation inhibition; inhibition, % at 12.5 µM; Purified CSN, SCF-Nedd8-OG deneddylation, fluorescence polarization; hit rate 0.38% among 360,000;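 active = pattern-corrected inhibition above about 35%, with an unprinted fluorescence ratio check between 0.5 and 1.5, limit read from the data, passing the limit was not always enough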;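 note: 0% = enzyme with substrate and 100% = substrate without enzyme; some results filed as inactive read as strong as hits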
Target sequence (Q92905 whole entry, looked up, one chain of several): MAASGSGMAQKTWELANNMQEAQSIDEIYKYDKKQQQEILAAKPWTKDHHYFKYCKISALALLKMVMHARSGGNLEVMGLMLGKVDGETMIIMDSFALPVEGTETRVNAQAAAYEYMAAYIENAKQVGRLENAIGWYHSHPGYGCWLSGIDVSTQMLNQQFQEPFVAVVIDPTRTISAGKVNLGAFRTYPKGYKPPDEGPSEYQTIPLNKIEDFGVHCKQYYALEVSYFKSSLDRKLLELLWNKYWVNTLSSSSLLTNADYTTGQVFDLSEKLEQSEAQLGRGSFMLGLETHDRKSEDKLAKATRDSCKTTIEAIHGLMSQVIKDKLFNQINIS
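Assay system: Purified human Csn5 enzyme expressed in HEK293T cells | Amount: Enzyme 0.24 nM | Measured by: Fluorescence polarization readout | Medium: Tris/NaCl/DTT buffer, pH 7.5 | Compound dosing: One concentration, 12.5 µM, 0.25% DMSO | Times: 90 min incubation of compound, enzyme and substrate at room temperature | Control set: no-enzyme wells high, enzyme-with-substrate wells low | Read-out: % inhibition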
Rin1-Abl PPI inh: blocks binding of human Rin1 to Abl. inhibition, % at 7.35 µM. AID 588664. hit rate 0.4% among 360,000. P00519+Q13671. TR-FRET Rin1/Abl binding, biochemical; in the data active = inhibition above about 5%, passing the limit was not always enough
Neddyl block: blocks human cullin neddylation; TR-FRET cullin neddylation, biochemical; calls only at 25 µM; hit rate 0.58% among 360,000; in the data active = inhibition above about 36%
NadD block: blocks S. aureus nicotinate mononucleotide adenylyltransferase; inhibition, % at 20 µM; hit rate 0.78% among 360,000; purified NadD enzyme, colorimetric absorbance read-out; AID 602399; in the data active = inhibition above about 26%; note: some compounds past the cut are filed as inactive
DNMT1 inh: inhibitors of human DNMT1; hit rate 0.83% among 360,000; inhibition (reported as % activation of signal), % at 10 µM; AID 588458; DNMT1 molecular beacon, Hinp1I cleavage, fluorescence; in the data active = inhibition above about 50%
* hit, by the source's call; i = inactive; / = no result given; + = active, no number. Hits appear at their usual frequency; overall some 3.8% were active at least once.

SMILES	STEP inh	LMPTP block	Scp-1 inhibitor	Rpn11 block	SUMO1-SIM PPI	CSN deneddyl inh	Rin1-Abl PPI inh	Neddyl block	NadD block	DNMT1 inh
COc1ccc(S(=O)(=O)NC(CC(=O)NCc2ccc3c(c2)OCO3)c2ccco2)cc1 (centres undefined)	2.3	-0.3	-7.5	i	2.8	-3.3	0.5	i	-7.8	-2.0
Cc1ccccc1OCc1nc2ccccc2c(=O)n1/N=C/c1c[nH]c2ccccc12	0.6	0.7	-3.7	i	1.5	3.5	-3.2	i	-1.1	8.4
CCc1c(O)nc(SCC(=O)Nc2ccccc2OC)[nH]c1=O	-6.1	-0.3	-4.4	i	2.2	-5.1	-4.6	i	-1.4	-1.0
CCOc1cccc(/C=C/c2ccc3ccccc3n2)c1OC(C)=O	2.9	3.0	-0.8	i	-11.4	6.9	-1.8	i	-1.5	-7.7
CC(C)CCC1(C)NC(=O)N(CC(=O)Nc2ccc3c(c2)OCCO3)C1=O (centres undefined)	-0.7	-2.0	-6.8	i	5.0	-2.8	1.6	i	-6.8	1.4
CC(C)[C@@H]1Cc2[nH]c(=S)[nH]c(=O)c2[C@H](C)O1	/	-4.2	/	/	7.7	-0.6	/	i	-2.5	/
COc1ccc(OC)c(NC(=O)CSc2nncc3ccc(OC)c(OC)c23)c1	1.0	2.0	-14.2	i	2.9	-9.6	-1.5	i	8.8	-6.8
CC(C)(C)c1[nH]nc2c1C(c1ccco1)C(C#N)=C(N)O2 (centres undefined)	0.4	-0.3	-6.5	i	-3.1	-2.8	-1.0	i	10.5	-0.7
CCn1c(SCC(=O)NC2CCCCC2)nnc1-c1cc2cccc(OC)c2o1	-0.7	-0.3	5.2	i	1.5	0.8	-5.6	i	4.7	-1.4
Cc1ccnc(NC(=O)COC(=O)C23CC4CC(CC(C4)C2)C3)n1	4.3	1.3	15.7	i	13.7	5.0	4.5	i	0.5	70.5*
COc1ccc(CNC(=O)c2ccc(N3CCC4(CC3)CC(c3ccc(Cl)cc3)=NO4)c(NC(=O)Cc3ccc(F)cc3)c2)cc1	0.4	0.5	-5.0	i	-5.0	0.8	3.4	i	20.8	-3.1
C=C(c1cccc2ccccc12)P(=O)(O)O	3.7	-0.8	5.4	i	-0.9	3.7	-0.3	i	-3.3	4.5
COc1cccc(NC(=S)N(CCCN2CCCC2)Cc2cccn2Cc2ccc(Cl)cc2)c1	-0.6	1.6	-0.7	i	-7.9	1.3	-2.6	i	-1.1	-0.3
Cc1cc(N2CCOCC2)nc(SCC(=O)OCc2ccccc2)n1	-0.8	0.0	-0.4	i	1.7	-1.6	-0.4	i	-3.1	1.3
CCc1ccc(C(C)NC(=O)C2CCCO2)cc1 (centres undefined)	-2.7	1.8	6.0	i	8.4	0.8	0.8	i	-0.5	-1.7
CCCCCOC(=O)c1ccc(NC(=O)c2ccco2)cc1	-3.7	2.3	-9.1	i	-2.0	-1.6	-0.9	i	1.0	-3.1
Cc1nc(Cl)c(C(=O)NCCc2ccccc2)c(C)c1[N+](=O)[O-]	-2.0	-1.5	-3.4	i	-4.7	0.1	2.7	i	-0.4	1.5
O=C(NC1CCCc2c1cnn2-c1ccccc1F)c1ccccn1 (centres undefined)	-0.7	-1.2	3.1	i	1.7	2.8	2.0	i	-2.3	-0.5
Cc1cc(S(=O)(=O)Nc2ccc(C(=O)NCC(C)(C)N3CCOCC3)cc2)ccc1F	1.9	-1.8	-6.0	i	0.0	4.9	0.0	i	-2.8	0.8
N#CCCn1cc(C(=O)Nc2cccc(C(=O)O)c2)c(-c2ccc(Cl)cc2)n1	-1.3	-3.3	-8.3	i	-5.7	1.1	-1.1	i	-2.8	2.9
Cc1cc2oc(=O)c3c(c2cc1OCc1nn[nH]n1)CCCC3	1.0	-0.4	10.2	i	12.7	2.7	-6.2	i	2.0	8.2
COC(=O)c1c(-c2ccc(C)cc2)csc1NC(=O)Cc1ccc(OC)c(OC)c1	14.2	4.3	-14.5	i	1.5	-1.1	3.5	i	4.7	-15.6
COC(=O)c1cccc(Cn2c(Cl)c(/C=N/NC(=O)c3ccco3)sc2=O)c1	3.9	6.5	30.3	i	-8.1	1.7	-3.6	i	1.3	-2.2
COc1cccc(CC(=O)N2CCN(c3ccccc3[N+](=O)[O-])CC2)c1	-2.9	-0.2	6.2	i	-5.8	0.0	-0.6	i	6.2	-3.3
CC1(C(=O)NCC2CC2)Cc2c(-c3ccccc3)ccnc2O1 (centres undefined)	1.5	-0.5	/	i	-1.7	2.8	-0.6	i	-2.9	2.4
Cc1ccc(C(=O)OCCc2c(C)[nH]n(-c3ccccc3)c2=O)cc1	-0.3	0.0	-2.9	i	-3.7	-0.7	-2.0	i	5.2	-1.2
CN1CCN(S(=O)(=O)c2cccc(C(=O)NC3CCCc4ccccc43)c2)CC1 (centres undefined)	3.2	1.1	0.4	i	-0.1	0.2	-1.9	i	-0.2	-2.7
Cc1ccc(NC(=O)CN2CCc3ccccc3C2)cc1	-2.5	-0.3	-4.6	+	0.0	-5.5	-0.4	i	-4.1	-2.8
C=CCN1C(=O)CN=C1Nc1cc(C)ccc1C	-2.4	-1.7	0.2	i	5.5	-1.8	-2.5	i	0.3	0.1
Cc1cccc(NC(=O)CSc2nnc(CNC(=O)c3ccc(S(=O)(=O)N(C)C)cc3)n2-c2ccccc2)c1	-1.6	-1.4	-4.4	i	1.0	4.9	2.6	i	7.3	-3.6
CNC(=O)/C(C#N)=C/c1c(N2CCN(C)CC2)nc2c(C)cccn2c1=O	-0.6	-3.2	-3.7	i	-23.5	2.0	-3.5	/	-7.7	-2.5
Cc1c(Br)c([N+](=O)[O-])nn1CC(=O)Nc1ccc(Cc2ccncc2)cc1	-1.8	1.3	3.8	i	-12.7	1.6	-0.7	i	-1.0	-6.4
O=C(NCCCN1CCOCC1)c1ccccc1NS(=O)(=O)c1cc([N+](=O)[O-])ccc1Cl	4.3	0.1	2.6	i	-23.5	-2.9	2.2	i	2.3	-0.3
O=C1CCC/C=C\C[C@@H](CC(=O)N(CCO)Cc2ccccc2)C(=O)NCCO1	-0.8	0.9	-0.2	i	-0.3	-3.5	0.1	i	-2.7	6.5
Cc1ccccc1CN(C)C(C)C(=O)Nc1ccccc1F (centres undefined)	1.8	0.0	0.6	i	-2.3	-1.5	0.3	i	-8.9	2.0
COCC[N+]1(C)CCCCC1	-0.9	-0.8	28.6	i	-0.3	5.8	2.1	i	17.3	-2.4
CN(C)c1ccc(-c2ccnc3c2CC(C)(C(=O)Nc2cccc(C(F)(F)F)c2)O3)cc1 (centres undefined)	0.4	5.5	/	i	1.4	-3.2	-2.9	/	2.3	-19.7
Cc1ccc(S(=O)(=O)Nc2cc(C)cn(Cc3ccc(F)cc3)c2=O)cc1	0.4	0.6	-11.7	+	0.0	18.5	-0.9	i	2.8	-6.6
COC(=O)c1ccc2c(c1C(=O)OC)CN(S(=O)(=O)C(C)(C)C)[C@H]2CCO	-0.3	-1.0	-16.7	i	0.5	-1.8	-6.7	i	1.1	2.3
C[C@@H]1CN([C@H](C)CO)S(=O)(=O)c2ccc(Br)cc2O[C@H]1CN(C)C(=O)Nc1cccc(F)c1	-1.2	-0.7	/	i	6.9	-2.6	3.7	i	1.6	-4.5

Whole records as entered above:
O=C(NCCCN1CCOCC1)c1ccccc1NS(=O)(=O)c1cc([N+](=O)[O-])ccc1Cl in the list: STEP inh = 4.3; LMPTP block = 0.1; Scp-1 inhibitor = 2.6; Rpn11 block = i; SUMO1-SIM PPI = -23.5; CSN deneddyl inh = -2.9; Rin1-Abl PPI inh = 2.2; Neddyl block = i; NadD block = 2.3; DNMT1 inh = -0.3
CN(C)c1ccc(-c2ccnc3c2CC(C)(C(=O)Nc2cccc(C(F)(F)F)c2)O3)cc1 (centres undefined) in the list: STEP inh = 0.4; LMPTP block = 5.5; Scp-1 inhibitor = /; Rpn11 block = i; SUMO1-SIM PPI = 1.4; CSN deneddyl inh = -3.2; Rin1-Abl PPI inh = -2.9; Neddyl block = /; NadD block = 2.3; DNMT1 inh = -19.7
O=C1CCC/C=C\C[C@@H](CC(=O)N(CCO)Cc2ccccc2)C(=O)NCCO1 in the list: STEP inh = -0.8; LMPTP block = 0.9; Scp-1 inhibitor = -0.2; Rpn11 block = i; SUMO1-SIM PPI = -0.3; CSN deneddyl inh = -3.5; Rin1-Abl PPI inh = 0.1; Neddyl block = i; NadD block = -2.7; DNMT1 inh = 6.5

Part of the list above with just SUMO1-SIM PPI and NadD block:
SMILES	SUMO1-SIM PPI	NadD block
COC(=O)c1cccc(Cn2c(Cl)c(/C=N/NC(=O)c3ccco3)sc2=O)c1	-8.1	1.3
COc1cccc(CC(=O)N2CCN(c3ccccc3[N+](=O)[O-])CC2)c1	-5.8	6.2

More records follow:
SMILES	STEP inh	LMPTP block	Scp-1 inhibitor	Rpn11 block	SUMO1-SIM PPI	CSN deneddyl inh	Rin1-Abl PPI inh	Neddyl block	NadD block	DNMT1 inh
Cc1[nH]cnc1C(=O)N/N=C/c1c(Cl)cccc1Cl	-2.2	-2.4	-4.4	i	-6.0	0.5	-0.8	i	-3.2	-0.1
O=C(/C=C/c1ccc(Cl)cc1)N(Cc1ccccc1)C1CCS(=O)(=O)C1 (centres undefined)	-1.6	-0.8	6.5	i	-8.5	1.5	-5.3	i	-4.7	-1.4
CCOC(=O)C1CN(Cc2ccccc2)C(=O)C1=O (centres undefined)	0.5	-1.4	-9.6	i	-0.4	5.6	-0.1	i	2.0	3.7
CC(CN1CCN(C)CC1)OC(=O)c1ccc(Cl)cc1 (centres undefined)	0.0	-3.7	15.5	i	-2.0	0.8	2.1	i	-4.8	3.3
C/C(=N\NC(=O)CN(c1ccccc1Br)S(C)(=O)=O)c1ccc2c(c1)OCCO2	0.2	-0.5	-5.5	i	5.8	-1.5	-2.2	i	-1.4	-1.4
Cc1oncc1-c1csc(-c2ccccc2Cl)n1	0.7	1.6	-3.4	i	23.0	-7.3	3.8	i	-12.6	0.5
O=C1CC(C(F)(F)C(F)(F)C(F)(F)C(F)(F)F)=Nc2ccccc2N1	0.9	3.0	-4.1	i	-3.8	1.9	-1.1	i	-8.2	1.5
Cc1cccc(NS(=O)(=O)c2ccc(C)c(C(=O)NCc3ccccn3)c2)c1	0.9	-1.0	-6.9	i	5.6	7.3	-1.9	i	-4.6	-3.7
Cc1ccc(C(=O)CSC2=NC(N)=C(C#N)C3(CCCCC3)C2C(N)=O)cc1 (centres undefined)	-1.0	2.5	-6.8	i	-6.2	0.0	-3.3	i	7.5	-8.7
CC(C)C(NC(=O)C(c1ccccc1)c1ccccc1)c1nc2ccccc2[nH]1 (centres undefined)	-0.4	-3.3	-6.9	i	-0.4	-5.2	3.9	i	5.5	2.1
